TNF death inh – TNF-alpha cell death inhibition in Jurkat FADD-/- cells; Jurkat FADD-/- TNF necroptosis rescue, ATP luminescence, 24 h; 0 = TNF only, 100 = no-TNF cells; activation (protection from cell death), % at 10 µM; hit rate 0.068% among 220,000; AID 463075;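 active means activation, meaning protection from cell death, of at least 50% relative to plate controls; inactive means activation below 50%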;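 further: necroptosis triggered by 40 ng/mL TNF-alpha added together with compound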
zVAD death inh – blocks zVAD induced death of L929 cells; AID 1377; hit rate 0.38% among 220,000; L929 zVAD necroptosis rescue, ATP luminescence, 24 h; with zVAD 60 µM; viability rescue, % at 10 µM;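 active means activation, scaled between plate controls, above about 75%, limit read from the data; inactive means activation under that limit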;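 further: 0% = zVAD with DMSO and 100% = DMSO alone without zVAD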
Mdm2 ligase inh – Mdm2 E3 ligase (human) inhibition. signal enhancement, % at 5 µM. cell-based MDM2 ubiquitination luciferase reporter, 2 h; 0 = plate control, 100 = twice control, blank-subtracted. Q00987. hit rate 0.11% among 210,000;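 active means signal enhancement of 30% or more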;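 further: luminescence tracks abundance of the self-degrading MDM2-luciferase fusion protein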
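System: stable MDM2–luciferase fusion reporter cells / Input: 2000 cells seeded into each well / Schedule: 4 h settle plus 2 h compound, 37 °C / Compound: single-point 5 µM / Buffer or medium: cells held in DMEM / Benchmarks: control and blank well means / Evaluation: percent signal gain over controls, blank-subtracted / Measured by: luciferase luminescence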
Rad51 HR inh – Rad51 (human) homologous recombination inhibition | Q06609 | hRad51 DNA strand exchange, fluorescence dequenching | inhibition, % at 10 µM | hit rate 0.085% among 200,000;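 active means inhibition above 40% at the single screening dose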;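 further: 0% = DMSO control wells and 100% = blanks with heterologous ssDNA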
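Test system: preformed human Rad51 ssDNA filaments; also added: Donor/quencher-labelled 47-bp dsDNA substrate; doses: 10 µM final, single point; times: 37 °C 15-min filament assembly, 30-min compound preincubation, 15-min exchange; detection: FRET fluorescence dequenching, excitation 485 nm, emission 520 nm; read-out basis: Fluorescence-based percent inhibition, control- and blank-normalised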
eIF4E 4G PPI – inhibitors of eIF4E and eIF4G interaction in translation initiation; P63073+Q04637; TR-FRET eIF4E-eIF4GI(517-606) binding, 2 h; inhibition, % at 21.7 µM; hit rate 0.37% among 220,000;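 active means inhibition above about 30%, limit read from the data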;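 further: 0% = full FRET control wells and 100% = background wells lacking eIF4GI fragment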
KCC2 mod – modulates chloride dependent transport by human KCC2; Q9H2X9; KCC2 cells, thallium flux FluoZin-2 fluorescence; B-score of Tl+ flux slope (higher = more flux/activation; lower = inhibition) at 10 µM; hit rate 2.2% among 190,000;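 active means thallium flux slope and its plate-corrected score both differing from the plate sample mean at a set confidence after two filtering rounds, in either direction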;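 further: slope of fluorescence scaled to starting intensity during 10 to 20 s after thallium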
EBV gp42 block – blocks Epstein-Barr virus glycoprotein 42 binding. Q1HVG2. hit rate 0.42% among 220,000. inhibition, % (tested at 21.74 µM). AID 1085. Fluorescence polarization binding assay, mP read-out; in the data active means inhibition above about 50%
PERK inhibitor – human PERK inhibition, primary cell-based screen; inhibition, % at 5.6 µM; Q9NZJ5; hit rate 0.17% among 220,000; CHO PERK-DD fusion, SEAP luminescence translation reporter;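 active means inhibition above the mean inhibition of all tested compounds plus 3 SD, set separately per screening campaign, cut at about 2.9% in these data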;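 further: PERK kinase domain activated by AP20187 dimerizer at 100 nM; 0% = DMSO with dimerizer and 100% = rapamycin at 8.4 µM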
Target sequence (Q9NZJ5 whole entry, looked up, the tested form may be a part): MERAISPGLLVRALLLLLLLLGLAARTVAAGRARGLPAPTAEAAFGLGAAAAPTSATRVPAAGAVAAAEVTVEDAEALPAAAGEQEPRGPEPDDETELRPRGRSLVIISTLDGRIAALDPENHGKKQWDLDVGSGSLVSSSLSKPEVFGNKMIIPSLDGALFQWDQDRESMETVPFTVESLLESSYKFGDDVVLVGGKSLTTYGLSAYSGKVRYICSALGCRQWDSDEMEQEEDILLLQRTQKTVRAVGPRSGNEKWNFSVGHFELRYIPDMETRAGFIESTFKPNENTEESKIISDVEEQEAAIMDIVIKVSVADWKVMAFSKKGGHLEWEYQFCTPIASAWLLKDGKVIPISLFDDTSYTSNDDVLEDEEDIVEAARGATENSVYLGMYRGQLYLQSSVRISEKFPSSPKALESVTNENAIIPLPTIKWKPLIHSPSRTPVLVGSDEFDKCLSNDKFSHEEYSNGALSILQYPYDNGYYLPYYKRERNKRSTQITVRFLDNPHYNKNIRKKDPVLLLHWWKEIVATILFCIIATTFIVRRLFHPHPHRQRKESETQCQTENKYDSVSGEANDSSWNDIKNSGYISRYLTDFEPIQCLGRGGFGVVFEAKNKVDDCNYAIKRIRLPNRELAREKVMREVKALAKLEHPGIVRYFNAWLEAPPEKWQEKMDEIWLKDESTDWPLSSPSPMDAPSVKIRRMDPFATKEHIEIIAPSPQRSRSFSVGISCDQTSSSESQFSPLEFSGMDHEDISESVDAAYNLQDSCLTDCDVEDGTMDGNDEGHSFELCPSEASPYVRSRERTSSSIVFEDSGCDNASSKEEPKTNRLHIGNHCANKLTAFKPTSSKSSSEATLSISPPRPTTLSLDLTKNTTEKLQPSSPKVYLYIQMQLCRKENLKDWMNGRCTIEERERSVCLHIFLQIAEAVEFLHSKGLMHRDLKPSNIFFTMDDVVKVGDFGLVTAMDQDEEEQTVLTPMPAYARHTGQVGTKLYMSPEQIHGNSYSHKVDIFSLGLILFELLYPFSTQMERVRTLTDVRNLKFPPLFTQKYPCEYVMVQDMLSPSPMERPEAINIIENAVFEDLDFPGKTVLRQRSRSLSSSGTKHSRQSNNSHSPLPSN
Calpain2 inh – blocks pig calpain II enzyme activity | purified calpain II, fluorogenic peptide substrate, 30 min | inhibition, % at 16 µM | hit rate 0.37% among 220,000 | AID 1236;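 active means inhibition above about 50%, limit read from the data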
* = called active by the depositor; . = no result given; [ ] = remark or other dose.

nr | SMILES | TNF death inh | zVAD death inh | Mdm2 ligase inh | Rad51 HR inh | eIF4E 4G PPI | KCC2 mod | EBV gp42 block | PERK inhibitor | Calpain2 inh
1 | O=C(CC(C(=O)O)P(=O)(c1ccccc1)c1ccccc1)c1ccc(Br)cc1 (centres undefined) | 0.0 | 0.8 | -15 | . | 6 | 0.73 | -16 | 2.9 | 6
2 | CC(C)CNC(=O)CSc1nnc(-c2cccc(S(=O)(=O)N3CCCCC3)c2)o1 | 0.1 | 0.2 | -20 | -5 | 13 | 0.15 | -9 | 0.5 | 19
3 | CSc1ccc(/C=C(\C(=O)O)c2ccc(S(=O)(=O)N3CCCCC3)s2)cc1 | 1.1 | -0.1 | -6 | -2 | 8 | -4.9 | -5 | 0.0 | -15
4 | O=C(O)CCC(=O)c1cccc2ccccc12 | -0.8 | 1.4 | 0 | 2 | 3 | 0.75 | -6 | 0.7 | -16
5 | CN(C)c1ccc(C(=O)OCC(=O)NC2CCCCC2)cc1 | -0.5 | 3.2 | -1 | 1 | -2 | -0.13 | -18 | -0.3 | 23
6 | COc1ccc(C(=O)COc2ccc(F)cc2)c(O)c1C | -0.4 | -0.2 | -15 | -8 | -4 | 0.35 | -6 | 0.2 | -32
7 | CC1CCN(c2ccc(NC(=O)Cc3ccccc3)cc2)CC1 | 0.9 | 1.5 | -17 | . | 6 | 1 | -7 | 0.6 | 14
8 | CCOc1ccc(S(=O)(=O)NCc2ccccc2Cl)cc1C(N)=O | -1.0 | -1.0 | 5 | . | 2 | -0.77 | -6 | 1.7 | 15
9 | Cc1c(C(=O)O)c(=S)sn1CCOc1ccccc1 | -1.2 | -0.2 | 11 | -7 | -4 | -2.5* | 4 | 2.1 | 13
10 | Cc1cc(C)cc(NC(=S)NCc2cccs2)c1 | -7.9 | -0.9 | -8 | 1 | 5[fluorescence artefact?] | -0.0037 | 4 | -1.0 | 29
11 | O=C(Cc1ccc(Cl)cc1)c1ccc(O)cc1 | -1.8 | 1.7 | -15 | 5 | 1 | . | -5 | -0.4 | -8
12 | CCOC(=O)CCc1c(C)nc2cc(-c3ccc(Cl)cc3)[nH]n2c1=O | -0.5 | 3.1 | -11 | 3 | 1 | 0.68 | 0 | 1.7 | -19
13 | CC(=O)Cn1c2ccccc2n2nc(CCC(=O)O)c(=O)nc12 | 0.2 | 5.2 | -8 | 5 | 3 | 0.6 | -12 | 1.4 | -366
14 | O=C(CSc1nnc(-c2ccccc2)o1)Nn1cnnc1 | 2.6 | 0.8 | -5 | -7 | -3[fluorescence artefact?] | 0.051 | -9 | 0.1 | 0
15 | COc1cc2c(cc1C=O)OC(C)C2 (centres undefined) | -0.7 | 0.8 | -9 | 13 | 4 | 0.34 | -18 | -0.2 | 2
16 | COc1ccc(/C=C2\SC(=N)N(c3nccs3)C2=O)cc1OC | 2.7 | -1.1 | -6 | -1 | -1 | 4.6* | -15 | 0.1 | 5
17 | C/C(=N\NS(C)(=O)=O)c1ccccc1 | 0.4 | -0.1 | -8 | -3 | 2[fluorescence artefact?] | . | -6 | -0.2 | 7
18 | COCC(=O)N(CCc1ccc(OC)cc1)Cc1nc2ccccc2c(=O)[nH]1 | -2.5 | -0.3 | -22 | 1 | 7[fluorescence artefact?] | 1 | -14 | -1.0 | -17
19 | CCCC1C(c2ccc(OC)cc2)C(C#N)(C#N)C2(C#N)CC1(N)NC2=O (centres undefined) | -0.2 | 1.1 | 1 | 5 | -11 | . | -16 | -0.1 | 6
20 | COc1cccc(C2CC(c3ccc(C)cc3)n3ncnc3N2)c1 (centres undefined) | 0.2 | 0.7 | -1 | -5 | 5 | 0.48 | -3 | -0.5 | 2
21 | CC(=O)c1cccc(NC(=O)N2CCCC2C(=O)Nc2ccc3c(c2)OCO3)c1 (centres undefined) | -0.6 | 6.8 | -1 | 14 | 1 | 0.43 | -11 | 0.5 | -4
22 | CCC(=O)Nc1sc(C(=O)OC)c(C)c1C(=O)OC | 1.4 | 3.4 | -2 | 1 | -4 | -1.4 | -5 | 0.1 | -10
23 | COCCN(C(=S)Nc1ccc(C)cc1)C(C)c1ccco1 (centres undefined) | -1.6 | -0.6 | . | 12 | 0 | -0.33 | -9 | 1.3 | -8
24 | O=C(c1ccc(S(=O)(=O)Cc2ccccc2Cl)c([N+](=O)[O-])c1)N1CCN(c2ccccn2)CC1 | -14 | -1.5 | -17 | -2 | -1 | -3.2 | -6 | 0.0 | 32
25 | O=C(Cc1ccccc1)NNC1CC(=O)N(c2ccc(Cl)cc2)C1=O (centres undefined) | -0.9 | 29 | -4 | -23 | 3 | 0.94 | -5 | -0.4 | 11
26 | CCOc1cc(/C=N/NC(=O)CN2CCCCC2)ccc1OCc1cccc(Cl)c1 | 5.5 | 0.7 | -19 | -4 | -3[fluorescence artefact?] | 0.64 | -11 | -0.8 | 28
27 | C#Cc1ccc([C@@H]2C=C(C(=O)OCC=C)O[C@H](OCc3ccc(CO)cc3)C2)cc1 | 2.4 | -0.5 | . | -7 | -1 | -0.49 | -5 | 0.8 | -10

10 entries from above, sorted by molar mass, ascending.
nr | SMILES | TNF death inh | zVAD death inh | Mdm2 ligase inh | Rad51 HR inh | eIF4E 4G PPI | KCC2 mod | EBV gp42 block | PERK inhibitor | Calpain2 inh
15 | COc1cc2c(cc1C=O)OC(C)C2 (centres undefined) | -0.7 | 0.8 | -9 | 13 | 4 | 0.34 | -18 | -0.2 | 2
4 | O=C(O)CCC(=O)c1cccc2ccccc12 | -0.8 | 1.4 | 0 | 2 | 3 | 0.75 | -6 | 0.7 | -16
22 | CCC(=O)Nc1sc(C(=O)OC)c(C)c1C(=O)OC | 1.4 | 3.4 | -2 | 1 | -4 | -1.4 | -5 | 0.1 | -10
5 | CN(C)c1ccc(C(=O)OCC(=O)NC2CCCCC2)cc1 | -0.5 | 3.2 | -1 | 1 | -2 | -0.13 | -18 | -0.3 | 23
13 | CC(=O)Cn1c2ccccc2n2nc(CCC(=O)O)c(=O)nc12 | 0.2 | 5.2 | -8 | 5 | 3 | 0.6 | -12 | 1.4 | -366
25 | O=C(Cc1ccccc1)NNC1CC(=O)N(c2ccc(Cl)cc2)C1=O (centres undefined) | -0.9 | 29 | -4 | -23 | 3 | 0.94 | -5 | -0.4 | 11
12 | CCOC(=O)CCc1c(C)nc2cc(-c3ccc(Cl)cc3)[nH]n2c1=O | -0.5 | 3.1 | -11 | 3 | 1 | 0.68 | 0 | 1.7 | -19
19 | CCCC1C(c2ccc(OC)cc2)C(C#N)(C#N)C2(C#N)CC1(N)NC2=O (centres undefined) | -0.2 | 1.1 | 1 | 5 | -11 | . | -16 | -0.1 | 6
18 | COCC(=O)N(CCc1ccc(OC)cc1)Cc1nc2ccccc2c(=O)[nH]1 | -2.5 | -0.3 | -22 | 1 | 7[fluorescence artefact?] | 1 | -14 | -1.0 | -17
21 | CC(=O)c1cccc(NC(=O)N2CCCC2C(=O)Nc2ccc3c(c2)OCO3)c1 (centres undefined) | -0.6 | 6.8 | -1 | 14 | 1 | 0.43 | -11 | 0.5 | -4
